Compound activity: PubChem BioAssay, several laboratories
NRP1-CendR mod: alters CendR peptide binding to human NRP-1; inhibition, % at 25 µM; hit rate 0.85% among 360,000; FAM-RPARPAR peptide binding to NRP-1, fluorescence polarization; O14786; AID 602438;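 active means inhibition or corrected inhibition above about 18%, plus a signal ratio from 0.5 to 1.5, limit read from the data, passing the limit was not always enough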; further: strong numbers were not always called active
Target sequence (O14786 whole entry, looked up): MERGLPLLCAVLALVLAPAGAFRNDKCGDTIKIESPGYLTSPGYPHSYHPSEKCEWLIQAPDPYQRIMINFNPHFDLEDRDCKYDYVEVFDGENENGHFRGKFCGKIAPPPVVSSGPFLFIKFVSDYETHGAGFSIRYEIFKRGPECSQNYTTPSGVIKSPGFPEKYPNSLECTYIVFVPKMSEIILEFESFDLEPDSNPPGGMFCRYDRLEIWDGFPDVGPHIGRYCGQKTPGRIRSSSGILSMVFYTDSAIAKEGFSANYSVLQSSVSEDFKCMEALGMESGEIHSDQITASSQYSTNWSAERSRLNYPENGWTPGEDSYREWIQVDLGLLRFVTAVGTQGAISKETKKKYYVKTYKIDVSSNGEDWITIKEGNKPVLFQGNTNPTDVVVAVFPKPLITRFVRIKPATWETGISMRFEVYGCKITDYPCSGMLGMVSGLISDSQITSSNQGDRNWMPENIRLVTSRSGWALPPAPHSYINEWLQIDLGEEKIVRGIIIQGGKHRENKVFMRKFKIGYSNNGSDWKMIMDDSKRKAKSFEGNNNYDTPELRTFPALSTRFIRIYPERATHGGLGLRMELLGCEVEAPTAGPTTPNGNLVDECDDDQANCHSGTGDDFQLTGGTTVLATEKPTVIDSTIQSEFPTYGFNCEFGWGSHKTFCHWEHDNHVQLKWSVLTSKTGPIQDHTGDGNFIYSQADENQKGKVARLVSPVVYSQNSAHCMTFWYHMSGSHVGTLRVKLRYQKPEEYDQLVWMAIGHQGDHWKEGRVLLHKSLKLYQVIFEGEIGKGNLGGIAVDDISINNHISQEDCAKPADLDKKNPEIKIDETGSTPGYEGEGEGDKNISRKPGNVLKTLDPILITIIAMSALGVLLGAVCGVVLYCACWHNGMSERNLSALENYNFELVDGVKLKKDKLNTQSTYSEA
Neddyl block: cullin neddylation inhibition; calls only at 25 µM; hit rate 0.58% among 360,000; AID 651699; TR-FRET cullin neddylation, biochemical; P61081+Q13564; in the data active means inhibition above about 36%
DNMT1 block: inhibitors of human DNMT1; P26358; hit rate 0.83% among 360,000; DNMT1 molecular beacon, Hinp1I cleavage, fluorescence; inhibition (reported as % activation of signal), % at 10 µM; in the data active means inhibition above about 50%
SUMO1 PPI mod: SUMO1-SIM interaction modulation | SUMO1 binding to a labelled peptide, TR-FRET, 1 h | inhibition, % at 20 µM | hit rate 0.33% among 360,000 | AID 602429; in the data active means inhibition above about 37%
SKN-1 inh: blocks SKN-1 activity in C. elegans. hit rate 0.49% among 360,000. C. elegans VP596 Pgst-4::GFP/RFP ratio, acrylamide-induced, 24 h. inhibition, % at 21.8 µM;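 active means interference check ratio from 0.5 to 1.5 plus GFP to RFP signal ratio inhibition reaching or exceeding a fixed threshold, cut at about 30% in these data, passing the limit was not always enough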; further: some compounds called inactive have numbers as strong as hits
LMPTP block: blocks human LMPTP phosphatase. recombinant LMPTP-A, OMFP fluorogenic substrate, fluorescence intensity. inhibition, % at 20 µM. hit rate 0.22% among 360,000;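 active means compounds that cut the enzyme signal by at least half of the control window in the single-dose screen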;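 further: plate controls were DMSO wells with enzyme plus substrate for no effect and substrate without enzyme for full effect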
Target sequence (P24666 whole entry, looked up): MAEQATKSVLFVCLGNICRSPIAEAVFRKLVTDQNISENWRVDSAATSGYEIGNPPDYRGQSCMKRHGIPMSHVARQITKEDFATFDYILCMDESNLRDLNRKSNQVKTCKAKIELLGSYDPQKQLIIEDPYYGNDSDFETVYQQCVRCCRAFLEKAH
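Test system: LMPTP-A phosphatase enzyme. Amount: LMPTP-A at 0.625 nM final in the reaction. Reagent: OMFP substrate, 400 µM final. Times: 50 min at room temperature. Signal: endpoint fluorescence intensity from OMFP dephosphorylation. Read-out basis: % inhibition. Benchmarks: no-enzyme and uninhibited controls.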
NadD block: inhibitors of Staphylococcus aureus NadD; inhibition, % at 20 µM; AID 602399; purified NadD enzyme, colorimetric absorbance read-out; hit rate 0.78% among 360,000; in the data active means inhibition above about 26%; further: some compounds past the cut are filed as inactive
TbMetRS inhib: Trypanosoma brucei MetRS inhibition | hit rate 0.4% among 360,000 | purified T. brucei MetRS, ATP depletion, Kinase-Glo luminescence | AID 624268 | inhibition, % at 11.9 µM;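 active means inhibition above a per-plate cutoff of the control wells' mean inhibition plus 3 SD, cut at about 5.5% in these data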;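 further: 0% = DMSO wells median and 100% = median of wells with control inhibitor compound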
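Assay system: T. brucei methionyl-tRNA synthetase, purified | Medium: HEPES buffer with MgCl2, KCl, DTT, spermine, BSA, pyrophosphatase | Compound: 11.9 µM single point | Incubation: 15 min enzyme-compound preincubation, 2 h reaction, 10 min detection, 25 °C | Measured by: Kinase-Glo luciferase luminescence reporting remaining unconsumed ATP | Measure: % inhibition normalized to control-well medians | Replication: Singlicate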
STEP inh: inhibitors of human striatal-enriched phosphatase STEP | recombinant STEP, OMFP fluorogenic substrate, fluorescence | inhibition, % at 20 µM | AID 588621 | hit rate 0.25% among 360,000 | P54829;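 active means inhibition at 20 µM, scaled per plate between control wells, above about 37%, limit read from the data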;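 further: 0% = DMSO with enzyme and substrate and 100% = substrate only without enzyme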
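System: STEP (striatal-enriched tyrosine phosphatase) enzyme, cell-free; medium: Bis-Tris pH 6.0 buffer with DTT, detergent; dosing: 20 µM, 1% DMSO; times: reaction 20 min, ambient temperature; detection: fluorescence, 480/540 nm; read-out basis: normalized % inhibition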
Scp1 inh: inhibitors of human Scp-1 phosphatase; Recombinant Scp1, phosphopeptide, malachite green phosphate absorbance; hit rate 0.88% among 340,000; Q9GZU7; inhibition, % at 20 µM;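 active means inhibition above about 50% at 20 µM, limit read from the data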;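 further: plate controls were DMSO wells with enzyme for no effect and wells lacking enzyme for full effect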
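System: truncated SCP-1 phosphatase (76-261aa); medium: Tris acetate buffer pH 5.5 with MgCl2 and Tween-20; incubation: 45 min room-temperature reaction, 5 min colour, 30 min stabiliser; compound: single 20 µM dose, 1% DMSO; reagent: Phosphorylated 17-residue peptide substrate; read-out: % inhibition at 20 µM; technique: colorimetric free-phosphate detection, absorbance 630 nm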
Active calls of the source: *; i = inactive; nt = not tested or not shown; + = active, no number.

SMILES	NRP1-CendR mod	Neddyl block	DNMT1 block	SUMO1 PPI mod	SKN-1 inh	LMPTP block	NadD block	TbMetRS inhib	STEP inh	Scp1 inh
O=c1c2ccccc2nc(SCCN2CCOCC2)n1CCc1ccccc1	8	i	0	0	14	0.7	2	0.7	6	1
Cc1c(C(=O)Nc2ccc(Cc3ccncc3)cc2)cccc1[N+](=O)[O-]	19	i	23	-9	-2	1.0	8	0.3	0	-3
O=C(OC1CCOC1=O)c1cc(S(=O)(=O)N2CCOCC2)c(Cl)cc1Cl (centres undefined)	14	i	7	-2	-10	0.0	6	-0.1	-2	-2
OCC1OC(n2cnc3c(SCc4ccccc4)nc(F)nc32)C(O)C1O (centres undefined)	-9	i	1	-4	1	-0.4	3	0.1	-1	-3
O=C(NC1CC1)c1ccc2c(c1)ncn2C1CCCC1	-9	i	1	4	11	-0.4	-2	0.8	-1	-4
O=C(CCc1c[nH]c2ccccc12)OCc1cccc([N+](=O)[O-])c1	-3	i	-4	-19	-3	3.6	-16	-0.2	16	-13
CC(C)C(OC(=O)C1=Cc2ccccc2OC1)C(=O)NCC1CCCO1 (centres undefined)	-72	i	29	-7	4	6.5	15	0.1	5	25
O=C(Nc1cccc(NC(=O)c2cccnc2)c1)c1ccccc1	-3	i	2	-2	8	-1.5	-5	-0.6	-1	-2
CCN1C(=O)c2ccccc2S(=O)c2ccc(C(=O)NC3CC3)cc21 (centres undefined)	-32	i	1	2	11	-2.6	-3	-0.8	3	-1
CCC(C)(C)n1nnnc1C(c1cccnc1)N1CCCc2ccccc21 (centres undefined)	-12	i	-4	-7	3	-0.9	1	0.0	-3	-8
O=C(NC1CCCC1)c1ccc(Br)s1	-2	i	4	0	5	-1.0	-9	-0.8	-1	-3
CCOC(=O)c1c(NC(=O)COC(=O)Cn2cnc3ccccc32)sc2c1CCC(C)C2 (centres undefined)	33*	i	-3	-3	5	4.0	7	-1.2	4	8
COc1cccc(Cn2c3ccc(NC(=O)Cc4cc(OC)ccc4OC)cc3c(=O)n2C)c1	-3	nt	0	8	10	0.6	-2	-0.1	1	nt
COc1ccc(-c2nnn(CC(=O)NC3CCCc4ccccc43)n2)cc1OC (centres undefined)	-1	i	-2	1	-13	-0.6	-3	0.2	-2	-11
CNc1ccc(/C=C2\CSc3ccccc3C2=O)cc1[N+](=O)[O-]	18	i	11	-17	10	3.1	-10	-0.6	0	-11

Brought forward from above: 7 compounds, then new ones.
SMILES	NRP1-CendR mod	Neddyl block	DNMT1 block	SUMO1 PPI mod	SKN-1 inh	LMPTP block	NadD block	TbMetRS inhib	STEP inh	Scp1 inh
CCN1C(=O)c2ccccc2S(=O)c2ccc(C(=O)NC3CC3)cc21 (centres undefined)	-32	i	1	2	11	-2.6	-3	-0.8	3	-1
CCC(C)(C)n1nnnc1C(c1cccnc1)N1CCCc2ccccc21 (centres undefined)	-12	i	-4	-7	3	-0.9	1	0.0	-3	-8
O=C(NC1CCCC1)c1ccc(Br)s1	-2	i	4	0	5	-1.0	-9	-0.8	-1	-3
CCOC(=O)c1c(NC(=O)COC(=O)Cn2cnc3ccccc32)sc2c1CCC(C)C2 (centres undefined)	33*	i	-3	-3	5	4.0	7	-1.2	4	8
COc1cccc(Cn2c3ccc(NC(=O)Cc4cc(OC)ccc4OC)cc3c(=O)n2C)c1	-3	nt	0	8	10	0.6	-2	-0.1	1	nt
COc1ccc(-c2nnn(CC(=O)NC3CCCc4ccccc43)n2)cc1OC (centres undefined)	-1	i	-2	1	-13	-0.6	-3	0.2	-2	-11
CNc1ccc(/C=C2\CSc3ccccc3C2=O)cc1[N+](=O)[O-]	18	i	11	-17	10	3.1	-10	-0.6	0	-11
O=C(NCc1ccco1)C1CCCN(S(=O)(=O)c2cccc3nsnc23)C1 (centres undefined)	8	i	5	-22	-6	0.3	-3	-0.2	-1	-5
NNC(=O)c1cc(Br)cs1	6	i	3	5	-2	-1.3	-1	-0.1	-2	-8
CCCCCCCCn1ccc(=N)cc1	-4	i	3	-5	1	-2.2	-1	-0.2	0	0
COc1ccccc1OCCNC(=O)C(CCSC)NS(=O)(=O)c1ccccc1F (centres undefined)	4	i	-14	-53	12	-8.9	8	-0.3	0	-4
COc1cc(OC)cc(-c2c(C#Cc3ccsc3)c3cc(-c4ccc(N(C)C)nc4)ccc3n2C)c1	-12	i	-1	-29	1	4.7	15	-0.3	1	8
Cc1cc2oc(=O)cc(CN3CCCCC3)c2cc1Cl	6	i	1	-5	15	-1.3	-3	-1.0	-1	nt
CC1CCCC(NC(=O)CCNC(=O)c2ccc(Cl)cc2)C1C (centres undefined)	5	i	-1	-2	-1	-0.5	1	-0.5	-2	-4
CCN1CCN(C(=O)c2ccc3nc(-c4ccccc4)c(-c4ccccc4)nc3c2)CC1	11	+	1	-32	-4	-2.0	-9	-0.1	-2	-10
Cc1ccc(-n2ncc3c2CC(C)(C)CC3NC(=O)CCc2c(C)noc2C)cc1 (centres undefined)	11	i	0	1	5	0.2	-6	-0.3	-1	-10
COc1nc(C)ccc1-c1noc(-c2cccs2)n1	8	i	4	0	-10	-1.7	-5	-1.2	-3	-10
COc1ccc(OC)c(NS(=O)(=O)c2c(C(=O)N3CCCCCC3)c(C)n(C)c2C)c1	1	i	2	-2	-5	1.0	1	-0.1	-2	-5
CC1CCCCC12NC(=O)N(CC(=O)N(C)Cc1nc3ccccc3c(=O)[nH]1)C2=O (centres undefined)	-3	i	2	2	-4	-2.2	-4	-0.3	-1	0
COc1cccc(C(=O)NCCS(=O)(=O)N2CCCC(C)C2)c1 (centres undefined)	5	i	10	0	8	-1.1	1	-0.2	-2	nt
COC(=O)Cn1c(=O)sc2ccccc21	-5	i	0	3	-20	0.1	5	-1.1	5	-3
COc1ccc(S(=O)(=O)Nc2ccccc2C(=O)N2CCOCC2)cc1F	5	i	0	2	10	-0.7	1	-0.2	-2	-3
CC1CN(Cc2nc3c(c(=O)n(C)c(=O)n3C)n2CC(=O)c2ccccc2)CC(C)O1 (centres undefined)	-2	i	-3	-4	19	0.8	10	-0.6	1	0
Cc1ccccc1S(=O)(=O)N(C)C[C@@H]1OCc2cnnn2CCCC(=O)N([C@H](C)CO)C[C@H]1C	-16	i	2	2	-8	-1.2	0	-0.2	-2	nt
CCOc1ccc(S(=O)(=O)N2CCC(C(=O)N3CCCCCC3)CC2)cc1Cl	5	i	0	-2	-7	1.2	-5	-0.4	2	-13
C/C(=N/NC(=O)c1cccs1)c1cccs1	1	i	-3	-2	6	-1.1	4	-0.3	-1	-7
COc1cccc(C(=O)Nc2nc3c(c(=O)[nH]2)CCCC3)c1	8	i	1	1	-13	0.5	-1	-0.1	0	-5
CCCCN1CC(COCc2ccccc2)Oc2cccc(F)c2S1(=O)=O (centres undefined)	-2	i	6	-3	12	2.1	-2	-0.3	3	-20
CC1Oc2ccccc2N(CC(=O)NC2CC2)C1=O (centres undefined)	11	i	2	2	-7	-1.7	1	-0.5	-2	-5
O=C(Oc1cc2oc(=O)cc(-c3ccccc3)c2cc1Cl)C1CCCCC1	5	nt	16	-21	6	-35	-2	0.2	4	-11
O=C(O)c1cccc(N/N=C/c2cccc3ccccc23)c1	-3	i	3	-9	-7	-0.3	0	0.0	4	17
Cc1ccc(NC(=O)CSc2nnc(C)c(=O)n2N)cc1Cl	-6	i	0	2	-5	0.2	-1	-0.5	-4	-5
O=C(O)Cc1ccc(C(=O)c2cccs2)s1	0	i	-1	-10	-10	0.7	0	-1.0	0	3
Cc1cc(Cl)ccc1OCCCC(=O)Nc1ccc(S(=O)(=O)Nc2ncccn2)cc1	-10	i	-4	1	7	2.3	-2	3.7	-3	-10
CSc1ccc(CN(C)C(=O)C(c2ccccc2)c2ccccc2)cc1	-13	i	-3	3	4	3.4	-1	-0.9	1	-19
O=C(OCC(=O)C12CC3CC(CC(C3)C1)C2)c1cccnc1Cl	2	i	1	-2	-2	0.4	-6	-0.6	0	-10
CC(=O)Oc1ccccc1/C=C/c1nc2ccccc2c(=O)o1	-17	i	-11	8	20	0.8	-3	-1.0	0	-6
Cn1c(-c2csc(-c3ccccc3)n2)n[nH]c1=S	3	i	2	-3	4	-1.4	2	0.1	0	-1
COC(=O)Nc1nnc(CC(=O)Nc2ccccc2C)s1	10	i	4	-2	6	-1.7	-1	-0.9	2	-8
O=C1c2ccccc2S(=O)(=O)c2cc(C(=O)N3CCN(C(=O)c4ccccc4)CC3)ccc21	8	i	0	-38	30	-1.2	-4	-0.2	-2	0
CC(C)C[C@H]1CN([C@@H](Cc2ccccc2)CN2CCC[C@H]2CN2C(=O)C(=O)NC[C@@H]2Cc2ccc(O)cc2)C(=O)C(=O)N1CC1CCCCCC1	-17	i	nt	15	18	3.9	36*	-0.6	nt	nt
COc1ccccc1NC(=O)c1ccc(S(=O)(=O)N2CCC(C)CC2)cc1	-2	i	-1	11	-15	1.6	-9	-1.0	0	0
COc1ccc(C(=O)COC(=O)Cn2nnc3ccccc32)cc1Br	-2	i	0	-2	11	0.0	-5	-0.7	-3	-13
COC(=O)c1c(-c2ccc(C(C)(C)C)cc2)csc1NC(=O)C1C2CCC(O2)C1C(=O)O (centres undefined)	17	i	-8	1	10	3.9	11	0.1	5	-5

Full records, looked up by structure.
Results for `Cc1ccc(-n2ncc3c2CC(C)(C)CC3NC(=O)CCc2c(C)noc2C)cc1` (centres undefined) = NRP1-CendR mod: 11; Neddyl block: i; DNMT1 block: 0; SUMO1 PPI mod: 1; SKN-1 inh: 5; LMPTP block: 0.2; NadD block: -6; TbMetRS inhib: -0.3; STEP inh: -1; Scp1 inh: -10
Results for `COc1cccc(C(=O)NCCS(=O)(=O)N2CCCC(C)C2)c1` (centres undefined) = NRP1-CendR mod: 5; Neddyl block: i; DNMT1 block: 10; SUMO1 PPI mod: 0; SKN-1 inh: 8; LMPTP block: -1.1; NadD block: 1; TbMetRS inhib: -0.2; STEP inh: -2; Scp1 inh: nt
Results for `OCC1OC(n2cnc3c(SCc4ccccc4)nc(F)nc32)C(O)C1O` (centres undefined) = NRP1-CendR mod: -9; Neddyl block: i; DNMT1 block: 1; SUMO1 PPI mod: -4; SKN-1 inh: 1; LMPTP block: -0.4; NadD block: 3; TbMetRS inhib: 0.1; STEP inh: -1; Scp1 inh: -3
